Screens (PubChem)
TDP1 inh: TDP1 (human) enzyme inhibition | 0.28% of 350,000 active | Q9NUW8 | recombinant TDP1, AlphaScreen DNA substrate cleavage | Potency, µM (titrated, usually from 130 µM), for the others: top-dose activity change, negative = inhibition, usual class: inhibitors; note: nearly all actives have a fitted effect of over 40% in size
Target sequence (Q9NUW8 whole entry, looked up): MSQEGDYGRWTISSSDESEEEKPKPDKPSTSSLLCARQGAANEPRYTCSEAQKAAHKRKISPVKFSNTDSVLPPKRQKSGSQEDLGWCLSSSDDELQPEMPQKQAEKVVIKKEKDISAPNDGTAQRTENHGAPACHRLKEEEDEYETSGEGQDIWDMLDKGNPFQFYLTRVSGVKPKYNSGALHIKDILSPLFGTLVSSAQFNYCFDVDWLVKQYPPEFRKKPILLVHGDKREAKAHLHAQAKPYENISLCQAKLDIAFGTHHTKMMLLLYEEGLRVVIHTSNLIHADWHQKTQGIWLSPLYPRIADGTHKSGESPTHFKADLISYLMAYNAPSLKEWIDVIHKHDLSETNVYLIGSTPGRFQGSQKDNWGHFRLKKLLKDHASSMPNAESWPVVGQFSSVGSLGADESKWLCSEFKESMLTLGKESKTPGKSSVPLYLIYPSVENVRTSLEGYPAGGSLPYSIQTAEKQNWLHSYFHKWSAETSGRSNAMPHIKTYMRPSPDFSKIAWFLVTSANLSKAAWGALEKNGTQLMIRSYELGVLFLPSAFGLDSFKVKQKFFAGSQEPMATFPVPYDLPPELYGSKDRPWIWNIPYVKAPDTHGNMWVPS
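Signal: AlphaScreen proximity between streptavidin donor and anti-FITC acceptor beads on intact substrate. Reaction: Tdp1 1 nM, substrate 15 nM final, 5 min RT after 15 min compound preincubation.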
DT40 TDP1 no CPT: qHTS for Inhibitors of human tyrosyl-DNA phosphodiesterase 1 (TDP1): qHTS in cells in absence of CPT | DT40 Tdp1-/- hTDP1 cells, no CPT, ATP luminescence, 48 h | Potency, µM (doses to about 46.2 µM), without a hit: top-dose activity change, negative = growth inhibition, usual class: inhibitors | 15% of 420,000 active; note: nearly all actives have a fitted effect of over 55% in size
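Cells were dispensed at 400 per well, compounds added by pin tool, plates incubated ≥48 hr at 37 °C, then CellTiter-Glo added for 30 min at room temperature before luminescence reading. Line: DT40 Tdp1-/- complemented with hTDP1; camptothecin omitted.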
N370S GC: inhibits or activates N370S mutant glucocerebrosidase | P04062 | N370S GC spleen homogenate, 4MU-glucoside fluorescence | Potency, µM (highest dose often 59.4 µM), without a hit: at the top dose activity change, negative = inhibition, usual class: inhibitors | 0.092% of 330,000 active | AID 2101;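 note: 0% = full enzyme activity and -100% = no enzyme basal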
* hit, by the source's call; ? = inconclusive; / = not tested or not shown; & = joins results of further samples; [ ] = dose if it differs, or a comment. Calls come from the whole dose curve; as a rule, active = well fitted curve in the direction sought with a large enough effect; inconclusive = small, poorly fitted or top-dose-only effect, or another doubt; inactive = no such curve, though single readings can be large; an effect the other way counts as inactive or inconclusive. Unless noted, % is set by controls: 0 for no effect and ±100 for the full control effect; potency is the fitted concentration of half-maximal effect. Some of the compounds tested (hit frequency here may not be typical).

SMILES	TDP1 inh	DT40 TDP1 no CPT	N370S GC
O=S(=O)(Cc1nnnn1-c1ccccc1)c1ccc(Cl)cc1	3%	-1%	-4%
O=C(C1CCOCC1)N1CCCC(N2CCN(c3ccc(F)cc3)CC2)C1 (configuration not stated)	-1%	19%	-1%
O=S(=O)(NCC1COc2ccccc2O1)c1ccccc1F (configuration not stated)	-1%	-14%	/
CN1CCN(C(=O)C2=C[C@@H](c3ccc(Br)cc3)C[C@@H](OCc3ccc(CO)cc3)O2)CC1	3%	?	-20%
Cc1ccc(Cn2c(O)c(N=NC(=S)Nc3ccccc3F)c3cc(S(=O)(=O)N4CCOCC4)ccc32)cc1	9%	2.1µM*	-9%
Cn1c(N)c(C(=O)COC(=O)COc2cccc(Br)c2)c(=O)n(C)c1=O	-4%	21%	/
CCN(C(=O)COC(=O)c1cc2ccccc2cc1O)C1CCS(=O)(=O)C1 (configuration not stated)	3%	-6%	9%
O=C(NCCNCCO)C1(C(F)(F)F)C/C(=C\CCO)CCCO1 (configuration not stated)	7%	2%	-6%
O=C(Cn1c(=S)[nH]c2ccccc21)c1ccccc1	3%	-26%	8%
CCOc1ccc(C(=O)NCCN2CCOCC2)cc1	1%	13%	-18%
COc1ccc(C2c3c(n(C)c4ccccc34)C(=O)N2CC(=O)Nc2ccc(C)cc2Cl)cc1 (configuration not stated)	6%	?	/
COc1ccc(-c2ccccc2[C@H]2[C@@H]3C=CC[C@@H](C)[C@@H]3C(=O)N2Cc2ccccc2)cc1	0%[56.1 µM]	10µM*	13%
O=C(Nc1ccc(F)cc1)C(c1ccccc1)N1CCN(S(=O)(=O)c2c(F)cccc2F)CC1 (configuration not stated)	0%	?	16%
COc1ccc(OCC(=O)O/N=C(\N)Cc2cccs2)cc1	-12%	-13%	-4%
COc1ccc(NC(=O)Cc2ccc(Cl)cc2)cc1NC(=O)c1ccco1	2%	?	13%
COc1ccccc1-c1cc(C(=O)N2CCN(c3ccccc3)CC2)no1	1%&4%	-13%&-15%	3%
COc1ccc(N2CCN(C(C)=C3C(=O)c4ccccc4C3=O)CC2)cc1	3%	2%	0%
COc1ccc(Nc2nnc(Cc3ccc(Cl)cc3)c(=O)[nH]2)c(OC)c1	2%	?	4%
COc1ccc(CCNC(=O)CN2C(=O)COc3ccc(S(=O)(=O)N4CCCC4)cc32)cc1OC	-1%&9%	-2%	-9%
O=C(NCc1ccccc1)NC1(C(=O)N2CCN(c3ccccc3)CC2)CCCCC1	2%	-6%	-1%
O=C(CN1C(=O)C(c2ccc(F)cc2)=NC12CCCCCC2)Nc1ccc(F)c(Cl)c1	5%	?	/
CCCCNC(=S)NNC(=O)c1ccc(Br)o1	6%	?	2%
CC(C)CCN(C(=O)CCCSc1nc2ccccc2[nH]1)c1c(N)n(Cc2ccccc2)c(=O)[nH]c1=O	-12%[0.505 µM]	-22%	-1%
CCOC(=O)c1ccccc1NC(=O)C1COc2ccccc2O1 (configuration not stated)	-10%	-27%	4%
O=C(CSc1nnc2c(n1)[nH]c1ccccc12)OCc1ccccc1	1%	8%	-2%
O=C(CN1CCN(C(=O)N2CCOCC2)CC1)Nc1cc(Cl)ccc1Cl	7%	13µM*	0%
CCn1c(=O)c2sccc2n2c(CCCC(=O)NCc3cccnc3)nnc12	5%	0%	-3%
O=C1NC(=O)/C(=C\c2ccccc2OCc2ccccc2)S1	1%	-13%	3%
COCCNc1c2c(nc3ccccc13)CCC2	/	?	-19%
O=C(Cn1c2ccc(F)cc2c2nc3n(c(=O)c21)CCS3)NCC1CCCO1 (configuration not stated)	-9%	-5%	9%
Cc1noc(C)c1-c1cncnc1NC1CC1	28µM*	-6%	7%
Cc1cc(C(=O)COC(=O)CCCN2C(=O)c3ccccc3C2=O)c(C)n1C	1%	-7%	0%
Cc1c(NC(=O)Nc2ccc(F)c(Cl)c2)c(=O)n(-c2ccccc2)n1C	-6%[12.3 µM]	-2%	/
Cc1ccc(-n2c(SCC(N)=O)nc3c(c2=O)C2(CCCC2)Cc2ccccc2-3)cc1	3%	?	30%
CCCNC(=O)NS(=O)(=O)c1cnccc1Sc1ccc(Cl)cc1	3%	-2%	7%
CC(Oc1ccccc1)c1nnc(N)s1 (configuration not stated)	-11%	-2%	10%
Cc1ccc(NC(=O)C(OC(=O)c2cc(C)oc2C)c2ccccc2)cc1 (configuration not stated)	0%	?	?
CCN1CCN(C(=O)c2ccc(Cl)c(S(=O)(=O)N(C)c3ccccc3)c2)CC1	2%	-4%	/
Cc1ccc(S(=O)(=O)N2CCOCC2)s1	1%	1%	-3%
CCN(CC)S(=O)(=O)c1cccc(NC(=O)COC(=O)c2cc(C)oc2C)c1	3%	?	/
Cc1ccccc1NC(=O)N1CCC(C(=O)c2ccc(F)cc2)CC1	-3%	-12%	-10%
O=C(Cn1c(NCCO)nc2ccccc21)c1ccco1	6%	1%	1%
COc1ccc(OC)c(NC(=O)CSC2=Nc3ccccc3C3=NC(CC(=O)NCc4ccco4)C(=O)N23)c1 (configuration not stated)	2%	?	/
Cc1c(Cl)cccc1NC(=O)CCS(=O)(=O)c1ccc2c(c1)CC(C)N2C(=O)C1CC1 (configuration not stated)	-3%	4.1µM*	/
Cc1ccc(C)c(NC(=S)NC2CC3CCCC(C2)N3CC(C)C)c1 (configuration not stated)	-5%[56.1 µM]	-17%	8%
Fc1ccc(-c2n[nH]c(=S)n2Cc2ccccc2)cc1	/	-3%	?
CC(C)n1c(-c2ccc(N(C)C)cc2)nc2ccccc21	5%&8%	11µM*	-1%
Fc1ccc(Oc2nc(-c3ccccn3)nc3ccccc23)cc1	6%	5.8µM*	-18%

Five entries from above, with values under each structure:
Below each SMILES – TDP1 inh | DT40 TDP1 no CPT | N370S GC
Cc1ccc(S(=O)(=O)N2CCOCC2)s1
    1% | 1% | -3%
COc1ccc(OC)c(NC(=O)CSC2=Nc3ccccc3C3=NC(CC(=O)NCc4ccco4)C(=O)N23)c1 (configuration not stated)
    2% | ? | /
Fc1ccc(Oc2nc(-c3ccccn3)nc3ccccc23)cc1
    6% | 5.8µM* | -18%
CC(C)n1c(-c2ccc(N(C)C)cc2)nc2ccccc21
    5%&8% | 11µM* | -1%
CCN1CCN(C(=O)c2ccc(Cl)c(S(=O)(=O)N(C)c3ccccc3)c2)CC1
    2% | -4% | /

The list continues:
SMILES	TDP1 inh	DT40 TDP1 no CPT	N370S GC
CC(C)CCNC(=O)CCCn1c(=O)[nH]c2ccc(Br)cc2c1=O	-4%	-12%	-2%
c1ccc(CSc2nnc(-c3ccco3)o2)cc1	3%	5%	3%
CCOc1cc2c(cc1C(C)(C)C)NC(=O)CS2	5%	?	15%
O=C(O/N=C\c1ccc(N2CCOCC2)c([N+](=O)[O-])c1)c1ccccc1Cl	8%	0%	-3%
O=C(CCC(=O)c1cccs1)NNC(=O)c1cccc(Cl)c1	0%[0.505 µM]	23µM*	-4%
CN(C)S(=O)(=O)c1cccc(C(=O)NCCOC(=O)c2cc(F)c(F)cc2Cl)c1	/	-17%	-7%
O=C(Nc1cccc(C(=O)OCc2cc(=O)n3nc(C4CC4)sc3n2)c1)c1ccccc1	-4%	-17%	/
CCS(=O)(=O)N1CCC(C(=O)NCCCN2CCC(Cc3ccccc3)CC2)CC1	3%	-11%	-3%
COc1ccc(-c2cc(C(=O)NC3CCCC3)c3ccccc3n2)cc1	-9%	?	10%
CC(C(=O)O)n1ncc2ccccc2c1=O (configuration not stated)	4%	?	2%
COc1ccc(OCc2nnnn2-c2ccccc2)cc1	3%	-1%	9%
Cc1ccc(NC(=O)C2CC(=O)Nc3nc4ccccc4n32)c(C)c1 (configuration not stated)	/	?	-5%

Structural class: the entries above containing bromine.
SMILES	TDP1 inh	DT40 TDP1 no CPT	N370S GC
CN1CCN(C(=O)C2=C[C@@H](c3ccc(Br)cc3)C[C@@H](OCc3ccc(CO)cc3)O2)CC1	3%	?	-20%
Cn1c(N)c(C(=O)COC(=O)COc2cccc(Br)c2)c(=O)n(C)c1=O	-4%	21%	/
CCCCNC(=S)NNC(=O)c1ccc(Br)o1	6%	?	2%
CC(C)CCNC(=O)CCCn1c(=O)[nH]c2ccc(Br)cc2c1=O	-4%	-12%	-2%

Remaining list, next part:
SMILES	TDP1 inh	DT40 TDP1 no CPT	N370S GC
CCn1ncc([C@@H]2C[C@H]3CN(Cc4cccc(Cl)c4)C(=O)[C@]34CCCN24)c1C	-2%	-28%	-17%
Cc1ccccc1NC(=O)C(=O)NCCc1c[nH]c2ccccc12	7%	-18%	4%
CCOC(=O)c1c(C)oc2c1c(CN1CCN(C(=O)OCC)CC1)c(O)c1ccccc12	5%	21µM*	-7%
C/C(=N/NC(=O)CNC(=O)Cc1ccc(Cl)cc1)c1ccco1	0%	-3%	-3%
Cc1ccc(S(=O)(=O)N2CCN(Cc3nc4sc(C)c(C)c4c(=O)[nH]3)CC2)cc1	-3%	-15%	1%
COC(=O)C1=C(C)N(C2CCCC2)C(=O)C1(NC(C)=O)C(F)(F)F (configuration not stated)	11%	-15%	2%
O=C1CCCC2=C1C(c1ccccc1O)C1=C(CCCC1=O)O2	-1%	-17%	-4%
CC(C)C[C@@H](NC(=O)C1CCC(CNC(=O)[C@@H]2CCCN2C(=O)OC(C)(C)C)CC1)C(=O)O (some centres not stated)	/	-6%	-13%
CC1=CC(c2ccccc2)n2nc(NC(=O)CCC(=O)O)nc2N1 (configuration not stated)	3%	?	16%
CN(CC(=O)Nc1cccc(F)c1)C(=O)c1cccc(S(=O)(=O)N2CCN(c3ccccc3)CC2)c1	3%	?	-9%
COc1ccc(CCNc2oc(COc3ccc(F)cc3)nc2C#N)cc1	7%	?	11%
CC(C)(C)c1nnc(NC(=O)CCn2cnc3ccccc3c2=O)s1	-3%	-26%	1%
Cc1ccccc1CN1C(=O)C(O)(CC(=O)c2ccncc2)c2ccccc21 (configuration not stated)	-4%	3.3µM*	-6%
COc1ccc(C(=O)N2CCC3(CCCN(C(=O)NC(C)C)C3)CC2)cc1	/	-2%	-4%
CC(=O)Oc1ccccc1N1C(=O)c2ccc(C(=O)O)cc2C1=O	2%	-1%	-22%
Cc1ccc(-c2n[nH]c(=S)n2/N=C/c2cc3c(cc2[N+](=O)[O-])OCO3)cc1	6%	-9%	/
CCN(c1ccccc1)S(=O)(=O)c1ccc(C(=O)N(CCCN(C)C)c2nc3cc4c(cc3s2)OCO4)cc1	12%	?	?
COC(=O)C1=CN(C(C)C)C=C(C(=O)OC)C1c1cc2c(cc1Br)OCO2	-7%	?	29%
N#C/C(=C\c1cccs1)C(=O)c1ccccc1Cl	6%	16µM*	-24%
c1ccc(N(c2ccccc2)c2nc(N3CCCC3)nc(-n3ccnc3)n2)cc1	0%	26µM*	8%
COc1ccc(Br)cc1CN1C(=O)c2ccccc2C1C(=O)NC1CCCCCC1 (configuration not stated)	-3%	-66%	/
CCN(CC)CCCNC(=O)CN1N=C(c2ccc(OC)cc2)CCC1=O	-3%	22%&-13%	0%
Cc1ccc(S(=O)(=O)Oc2ccc(/C=N/NC(=O)c3ccncc3)cc2)cc1	4%	?	-7%
Cc1ccc(/C=C/c2nc3ccccc3c(=O)n2CCc2ccccc2)cc1	-1%	16µM*	5%
CCN(CC)S(=O)(=O)c1ccc(NC(=O)CN(c2cccc(F)c2)S(C)(=O)=O)cc1	5%	-17%	-2%
O=C(CC1N=C2c3ccccc3N=C(SCC(=O)Nc3cccc(C(F)(F)F)c3)N2C1=O)NCc1cccs1 (configuration not stated)	-4%[12.3 µM]	?	/
COc1cccc(NC(=O)NCCCN2CCN(c3ccc(F)cc3)CC2)c1	4%	?	1%
O=C(CSc1nnnn1-c1ccccc1)N1CCN(C(=O)c2ccco2)CC1	0%	-8%	2%
COc1ccc(/C(C)=N/OCC(=O)N2CC3(C)CC2CC(C)(C)C3)cc1 (configuration not stated)	-1%	?	4%
Cc1ccc(-c2[nH]c(=O)n3ccncc23)s1	7%	-6%	0%[2.35 µM]
CCCCOC(=O)c1ccc(Nc2ncnc3[nH]ncc23)cc1	8%	?	/
O=C(COc1cccnc1[N+](=O)[O-])NCc1ccc2c(c1)OCO2	6%	13%	6%
Cc1ccc(NC(=O)c2nc(S(=O)(=O)Cc3ccccc3C)ncc2Cl)cc1C	0%	1.6µM*	-12%
CCOC(=O)C1CCCN(C(=O)Cn2ncc3c4ccccc4n(Cc4ccccc4)c3c2=O)C1 (configuration not stated)	8%	18µM*	/
CCOc1ccc(CCNC(=O)c2ccc3c(c2)N(Cc2ccc(C)cc2)CCS3)cc1	1%	?	/
Oc1ccc(CN2CCCCC2)c2cccnc12	1%	5.2µM*	0%
CCNC(=O)NC(C(=O)OC)C12CC3CC(CC(C3)C1)C2 (configuration not stated)	2%	-28%	-11%
COc1ccc(S(=O)(=O)N(CCc2ccccc2)CC(=O)Nc2cc(C)cc(C)c2)cc1OC	3%[12.3 µM]	?	/

A second format for 2 compounds above:
Every second line gives: TDP1 inh, DT40 TDP1 no CPT, N370S GC
- COc1ccc(/C(C)=N/OCC(=O)N2CC3(C)CC2CC(C)(C)C3)cc1 (configuration not stated)
  -1%, ?, 4%
- Cc1ccc(-c2[nH]c(=O)n3ccncc23)s1
  7%, -6%, 0%[2.35 µM]
